# LANA DNA inh = blocks KSHV LANA C-terminal domain binding to DNA; MBP-C-LANA/FAM-LBS DNA binding, fluorescence polarization; inhibition, % at 9 µM; actives 0.078% (n = 340,000); AID 504423;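 active means highest replicate inhibition at or above 60% at 9 µM, even if other replicates fall short; inactive means all replicates below 60% inhibition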;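 further: 0% = neutral control wells and 100% = 4 µM acridine orange control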
# Keap1 Nrf2 FP = inhibitors of human Keap1-Nrf2 protein-protein interaction. Q14145. Keap1 Kelch-Nrf2 peptide fluorescence polarization, 1536-well. inhibition, % at 9.4 µM. actives 0.15% (n = 340,000). AID 504523; in the data active means inhibition above about 12%; inconclusive means no clear call, values can overlap the other calls; inactive means below about 7.3%;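 further: human Keap1 Kelch domain with fluorescein labeled Nrf2 9mer peptide probe; 0% = neutral control wells and 100% = peptide positive control; higher means more block of Keap1 binding to Nrf2 peptide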
# Target sequence (Q14145 whole entry, looked up, the tested form may be a part): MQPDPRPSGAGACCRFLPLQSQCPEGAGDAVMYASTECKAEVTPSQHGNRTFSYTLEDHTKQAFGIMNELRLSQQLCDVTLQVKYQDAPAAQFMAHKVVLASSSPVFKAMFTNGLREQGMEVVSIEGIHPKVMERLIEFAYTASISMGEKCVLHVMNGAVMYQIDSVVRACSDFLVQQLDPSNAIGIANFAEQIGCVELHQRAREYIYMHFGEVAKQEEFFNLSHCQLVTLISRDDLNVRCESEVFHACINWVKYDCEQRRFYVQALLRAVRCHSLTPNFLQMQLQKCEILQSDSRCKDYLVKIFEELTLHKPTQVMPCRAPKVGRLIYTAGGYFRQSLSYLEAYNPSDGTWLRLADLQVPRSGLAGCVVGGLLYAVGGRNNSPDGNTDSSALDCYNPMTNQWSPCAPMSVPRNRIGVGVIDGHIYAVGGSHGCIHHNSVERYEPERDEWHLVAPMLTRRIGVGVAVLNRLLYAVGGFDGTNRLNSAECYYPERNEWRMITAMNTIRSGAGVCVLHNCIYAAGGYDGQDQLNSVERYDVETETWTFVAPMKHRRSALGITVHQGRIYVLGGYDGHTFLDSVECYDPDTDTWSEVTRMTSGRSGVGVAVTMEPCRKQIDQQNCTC
# HTR5A inv ag = inverse agonist of human HTR5A in OPRM1-OPRD1 counter-screen. P47898. HTR5A cell line, luminescence, inverse agonism. inhibition, % at 9.3 µM. actives 0.083% (n = 340,000). AID 504634; in the data active means inhibition mostly above about 23%, no sharp cut-off; inactive means mostly below about 18%;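 further: 0% = cells with DMSO and 100% = no-cell wells with DMSO; some compounds called inactive have numbers as strong as hits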
# Target sequence (P47898 whole entry, looked up): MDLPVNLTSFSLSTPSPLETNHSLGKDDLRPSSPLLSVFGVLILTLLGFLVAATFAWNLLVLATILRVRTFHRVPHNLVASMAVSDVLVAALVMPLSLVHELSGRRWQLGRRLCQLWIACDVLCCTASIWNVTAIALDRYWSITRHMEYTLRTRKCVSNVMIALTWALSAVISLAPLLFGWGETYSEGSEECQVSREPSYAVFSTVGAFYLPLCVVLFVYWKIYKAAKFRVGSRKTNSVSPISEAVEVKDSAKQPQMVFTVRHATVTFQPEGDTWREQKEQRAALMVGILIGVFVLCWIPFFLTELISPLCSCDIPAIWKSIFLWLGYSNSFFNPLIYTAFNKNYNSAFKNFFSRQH
# HTR5A ag = counter-screen for OPRM1-OPRD1 agonists: human HTR5A agonism | HTR5A agonist assay, luminescence, cell-based | actives 0.61% (n = 340,000) | activation, % at 9.3 µM; in the data active means activation mostly above about 9.5%, no sharp cut-off; inactive means mostly below about 7.6%;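 further: 0% = cells with vehicle only and 100% = reference agonist; strong numbers were not always called active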
# OPRM1-OPRD1 ag = OPRM1-OPRD1 heterodimerization agonism; P35372+P41143; activation, % at 9.3 µM; actives 0.3% (n = 340,000); cells, luminescence; in the data active means activation above about 18%;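 further: 0% = vehicle-treated cells and 100% = reference agonist; values of inactives mirror those of a sister screen read the other way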
# V-ATPase pH = yeast V-ATPase proton transport regulation by pHLuorin; actives 0.37% (n = 350,000); AID 504577; response, % at 10 µM; S. cerevisiae, pHLuorin cytosolic pH fluorescence; in the data active means response mostly above about 7.3%, no sharp cut-off; inactive means mostly below about 5.4%; further: actives read high; inactives centre near 0; some compounds called inactive have numbers as strong as hits; reference of the scale not given here
# RTF Ca sens act = cardiac RTF calcium sensitization; P19429+P45379; IANBD-labeled TnC RTF fluorescence at EC20 calcium; 0% EC20 calcium, 100% full calcium; activation, % at 7.2 µM; actives 0.24% (n = 340,000); AID 493008;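 active means activation above the mean over all tested compounds plus 3 SD, cut at about 30% in these data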;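 further: rise in fluorescence read as greater calcium sensitivity of cardiac thin filaments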
# OPRM1-OPRD1 inv = inverse agonists of human mu-delta opioid receptor heterodimerization; inhibition, % at 9.3 µM; actives 0.21% (n = 340,000); AID 504357; P35372+P41143; cell-based MOR-DOR heterodimer luminescence, inverse agonism; in the data active means inhibition above about 22%, passing the limit was not always enough;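 further: 0% = cells with DMSO and 100% = wells without cells with DMSO; values of inactives mirror those of a sister screen read the other way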
# RTF Ca sens inh = cardiac RTF calcium desensitization; AID 493244; P19429+P45379; actives 0.12% (n = 340,000); IANBD-labeled cardiac RTF, Ca2+ fluorescence; inhibition, % at 7.15 µM;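 active means inhibition above the mean inhibition of all tested compounds plus 3 SD, cut at about 17% in these data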;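 further: assay run at fixed EC70 calcium of 1.6 mM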
# CAL PDZ FP = blocks peptide binding to the human CAL PDZ domain; purified CAL PDZ, TMR-peptide fluorescence polarization, 1 h; inhibition, % at 24.9 µM; actives 0.92% (n = 300,000);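 active means mean inhibition of at least 30% with at least half of replicates also reaching 30%; inconclusive means no clear call, values can overlap the other calls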;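 further: 0% = DMSO neutral control and 100% = excess unlabeled competitor peptide PRC23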
# Starred values were filed as active, the others as inactive; ? = inconclusive; . = no result given.
# Value order: Keap1 Nrf2 FP	OPRM1-OPRD1 inv	LANA DNA inh	HTR5A inv ag	HTR5A ag	RTF Ca sens act	CAL PDZ FP	V-ATPase pH	RTF Ca sens inh	OPRM1-OPRD1 ag
- O=[N+]([O-])c1ccc(O)c(/C=N/Nc2ncnc3c2cnn3-c2ccccc2)c1
→ 0	7	0.7	-17	4	-2	4	0	1	-1.3
- COCCNC(=S)N(CCc1c(C)[nH]c2ccc(C)cc12)Cc1ccco1
→ -4	14	-1.1	1	0	-2	-1	-1	0	-2.5
- CCOC(=O)N1CCN(C(=O)C(CC(C)C)NC(=O)C2CCCCC2)CC1 (stereo unspecified)
→ 0	18	0.5	3	-4	1	-3	3	-5	-2.9
- NC1=NC(c2ccccc2)CC(=O)N1 (stereo unspecified)
→ -1	13	4.1	-9	2	-2	2	0	-7	-2.9
- CC(=O)Nc1nnc(-c2ccco2)o1
→ -1	12	1.5	3	-1	-3	-5	2	-3	-2.6
- O=C1CCN(CCc2ccccc2)CCN1CCOc1ccccc1
→ 0	6	1.4	-11	3	-5	1	-1	-2	-1.0
- C=CCNC(=O)/C(C#N)=C/c1ccc(SC)cc1
→ 2	4	-3.3	-1	0	-1	0	-1	-2	-0.8
- COc1ccccc1NS(=O)(=O)c1ccc(S(=O)(=O)N2CCOCC2)cc1
→ -1	-1	-0.1	-10	-3	-2	-1	0	-8	0.1
- COC(=O)C1=C(C)Nc2sc(C(N)=O)c(N)c2C1c1ccncc1 (stereo unspecified)
→ -4	-12	0.7	4	-2	-1	2	3	4	1.6
- COc1cccc(-c2cc(C(=O)N3CCN(Cc4ccccc4)CC3)no2)c1
→ -1	-12	-0.1	-7	-1	-11	-2	-3	4	2.1
- Cc1c(Cl)cccc1NC(=O)CCC(=O)N/N=C/c1ccco1
→ -3	6	0.5	-26	1	1	.	-2	-2	-0.9
- Cc1ccc(-n2c(C)cc(C(=O)CSc3nncs3)c2C)cc1
→ -3	-13	2.1	-2	3	-12	-1	1	-5	2.3
- Cc1ccc(NC2CCCN(C(=O)C3CCCC3)C2)cc1C (stereo unspecified)
→ -3	9	2.2	21	3	-2	1	-3	-6	-1.7
- Cc1c(Br)c(-c2n[nH]c(=S)n2Cc2ccco2)nn1C
→ 3	7	-0.2	2	-2	-1	1	3	6	-1.3
- O=C(NC(=O)N1CCN(c2cccc(Cl)c2)CC1)c1ccc(Cl)cc1
→ -4	-20	-2.1	-8	6	-2	0	-3	-5	3.6
- Cc1nc2c(sc(=S)n2Cc2ccco2)c(=O)n1CC(=O)Nc1cc(F)ccc1F
→ -7	-33	0.6	-20	5	4	-2	-3	-14	6.5
- CC1CC(C)CN(CCCNC(=O)CC2Oc3ccccc3NC2=O)C1 (stereo unspecified)
→ -1	6	0.4	-6	2	-2	.	2	-3	-1.2
- C=CCn1c(C)cc(C(=O)COC(=O)c2cncc(Br)c2)c1C
→ -2	15	2.9	16	-3	-5	-5	-3	-6	-3.9
- Cc1cc2nnc(SCC(=O)NCc3cccs3)n2c2ccccc12
→ -4	13	0.4	-19	7	-2	-2	0	-1	-2.9
- CCOc1cc(/C=N\NC(=O)CN2CCOCC2)ccc1OCc1ccc(F)cc1
→ 0	12	1.3	14	-5	3	.	3	-8	-2.3

# Reprinted from the part before: two entries, then new ones.
# Value order: Keap1 Nrf2 FP	OPRM1-OPRD1 inv	LANA DNA inh	HTR5A inv ag	HTR5A ag	RTF Ca sens act	CAL PDZ FP	V-ATPase pH	RTF Ca sens inh	OPRM1-OPRD1 ag
- Cc1cc2nnc(SCC(=O)NCc3cccs3)n2c2ccccc12
→ -4	13	0.4	-19	7	-2	-2	0	-1	-2.9
- CCOc1cc(/C=N\NC(=O)CN2CCOCC2)ccc1OCc1ccc(F)cc1
→ 0	12	1.3	14	-5	3	.	3	-8	-2.3
- O=C(CN1CCC(n2nnc3cc(C(F)(F)F)ccc32)CC1)NNC(=O)c1ccco1
→ 1	2	1.7	-18	2	-5	-7	0	3	-0.3
- COc1ccc(OCCSc2nc(N)cc(N)n2)cc1
→ 1	15	-0.6	12	-4	1	0	-3	-4	-2.4
- O=C1CC2(CCCCC2)Oc2ccc(O)cc21
→ ?	-10	-0.3	6	3	-9	-4	-2	0	1.9
- NS(=O)(=O)c1ccc(NC(=O)COC(=O)c2cccc(S(=O)(=O)N3CCCC3)c2)cc1
→ 0	15	-2.0	13	4	-2	3	0	-8	-2.8
- Cc1ccc(CNS(=O)(=O)c2ccc(-c3cnc(C4CC4)o3)cc2)cc1
→ 3	3	0.6	2	-1	-3	-3	5	-4	-0.6
- COc1ccccc1CNC(=O)COC(=O)c1ccc2c(=O)n3c(nc2c1)CCCCC3
→ -4	13	-1.3	-30	12	-3	-1	-1	-8	-3.1
- Cc1cc(NC(=O)CSc2ncnc3c2cnn3-c2cccc(Cl)c2)no1
→ .	4	.	1	0	-2	-3	-5	-1	-0.9
- O=C(CN1C(=O)CSCC1=O)NCc1ccc(F)cc1
→ -2	12	0.7	3	-1	1	-4	-1	-6	-2.4
- CCc1ccc(N2CC(C(=O)OCC(=O)NNC(=O)c3ccccc3)CC2=O)cc1 (stereo unspecified)
→ 1	4	-0.4	7	-2	-2	-5	-1	3	-0.6
- COC(=O)c1ccccc1Nc1cc(C)nc2nc(C)nn12
→ 7	11	9.6	12	-4	-8	-4	1	-8	-2.2
- O=C(N/C(=C\c1ccco1)C(=O)N1CCCC(CO)C1)c1ccccc1 (stereo unspecified)
→ 0	13	-1.3	-2	-1	-5	-5	6	-7	-2.1
- CCOc1ccc(C(=O)NCC(=O)N2CCC3CCCCC3C2)cc1OCC (stereo unspecified)
→ -1	-1	0.0	10	-4	22	-4	-2	-11	0.2
- Cc1ccc(-n2ncc3c2CCCC3NC(=O)c2ccccc2N2CCOCC2)cc1C (stereo unspecified)
→ 3	13	-1.5	-4	1	-5	8	-1	6	-2.3
- COc1ccccc1C/C(N)=N/OC(=O)c1cccc([N+](=O)[O-])c1C
→ -2	-78	-0.1	-1	0	1	1	-4	-17	14
- COc1ccc2nc(/N=C\N(C)C)sc2c1
→ 1	11	0.1	13	-4	4	-4	3	6	-1.8
- Cc1cc(=O)oc2cc(NC(=O)C(C)N3C(=O)C4CCCCC4C3=O)ccc12 (stereo unspecified)
→ -6	10	-0.1	22	-9	1	4	-1	-7	-2.4
- O=C(O)c1ccc(NS(=O)(=O)c2ccc(Cl)c(C(=O)Nc3ccccc3[N+](=O)[O-])c2)cc1
→ -1	1	0.2	-4	1	0	-6	6	5	-0.2
- COc1cccc(CNC(=O)C2CCCN(S(=O)(=O)c3cnc[nH]3)C2)c1 (stereo unspecified)
→ 5	-4	-1.7	-20	7	0	.	2	-3	0.8
- CCn1c(=O)cc(SCC(=O)N2CCCCC2)c2ccccc21
→ 2	15	1.1	-32	3	3	.	2	-6	-2.8
- Cc1ccc(S(=O)(=O)N(C)c2ccc(C(=O)N3CCC(C(N)=O)CC3)cc2)cc1
→ -1	7	-0.3	-2	6	0	-2	6	-1	-1.5

# Some entries already given, reduced to Keap1 Nrf2 FP.
canonical_smiles	Keap1 Nrf2 FP
CCOc1ccc(C(=O)NCC(=O)N2CCC3CCCCC3C2)cc1OCC (stereo unspecified)	-1
Cc1ccc(-n2ncc3c2CCCC3NC(=O)c2ccccc2N2CCOCC2)cc1C (stereo unspecified)	3
O=C(N/C(=C\c1ccco1)C(=O)N1CCCC(CO)C1)c1ccccc1 (stereo unspecified)	0
COC(=O)c1ccccc1Nc1cc(C)nc2nc(C)nn12	7
Cc1cc(=O)oc2cc(NC(=O)C(C)N3C(=O)C4CCCCC4C3=O)ccc12 (stereo unspecified)	-6

# The list goes on:
# Value order: Keap1 Nrf2 FP	OPRM1-OPRD1 inv	LANA DNA inh	HTR5A inv ag	HTR5A ag	RTF Ca sens act	CAL PDZ FP	V-ATPase pH	RTF Ca sens inh	OPRM1-OPRD1 ag
- Cc1cc(C)c2nc(SC(C)C#N)cc(C)c2c1 (stereo unspecified)
→ -5	-15	-2.2	1	0	-1	-4	-1	-20	2.6
- CCn1nc(C(=O)Nc2cccc(S(=O)(=O)N3CCCC3)c2)c2ccccc2c1=O
→ -1	16	-0.8	-18	3	1	-3	0	-8	-4.3
- COc1cccc2sc(N(CCCN(C)C)C(=O)CCS(=O)(=O)c3ccccc3)nc12
→ -167	13	-1.2	-25	9	-5	0	-4	-2	-2.5
- C=CCn1c(SCC(=O)c2ccc(Cl)cc2)nnc1-c1ccc2c(c1)OCO2
→ -1	-20	1.3	16	-2	8	1	0	-6	3.0
- CS(=O)(=O)c1ccc2nc(NC(=O)Nc3ccc(Cl)c(Cl)c3)sc2c1
→ -5	1	1.2	9	0	-1	-2	1	-9	-0.1
- O=C(Nc1ccccc1-c1nc2ccccc2[nH]1)c1ccc(N2C(=O)CCC2=O)cc1
→ -47	-31	15	6	-2	10	-2	0	-7	5.5
- CC(C)C[C@@H]1NC(=O)N(CCCn2ccnc2)C1=O
→ 1	9	1.1	12	-3	-4	0	1	-7	-1.9
- COc1ccccc1CNC(=O)N1CCN(c2ccccc2Cl)CC1
→ -3	-6	-1.4	-14	-2	-2	.	-1	-6	1.0
- COCCn1c(Cc2cccn2C)nnc1SCC(=O)NCc1ccc2c(c1)OCO2
→ 0	8	0.8	2	-1	2	0	3	-9	-1.2
- O=C(CSc1nnc(-c2ccccc2F)n1C1CC1)Nc1ccc2[nH]c(=O)[nH]c2c1
→ -7	8	1.1	-17	-2	1	5	-3	-2	-1.6
- COC(=O)CSc1nnc(CNS(=O)(=O)c2ccc(C)cc2)n1C
→ -4	9	0.2	-11	5	4	.	5	-1	-2.1
- CC(C)CCN1CC(C(=O)NCc2ccccc2)CC1=O (stereo unspecified)
→ 0	-6	2.2	-15	6	-4	-3	2	-5	1.0
- Cc1c(Cl)c(C(=O)NNC(=S)Nc2ccc(F)cc2)nn1C
→ -2	22	0.3	15	-6	1	-4	-2	-4	-4.5
- CCCn1c(=O)c2c(nc3n2CCCN3CCc2ccc(OC)c(OC)c2)n(C)c1=O
→ 0	6	7.5	-4	1	-3	-15	-2	-11	-1.3
- COc1ccc(C(=O)NC(=S)Nc2ccc3[nH]c(=O)[nH]c3c2)c(OC)c1
→ -4	10	0.7	11	-3	8	1	2	-16	-2.0
- COc1ccc(C)cc1NC(=O)c1ccc(S(=O)(=O)N2CCCCC2)cc1
→ 3	2	0.6	-4	2	-6	-4	-2	-18	-0.3
- CN1CCN(/N=C/c2ccc(C#N)cc2)CC1
→ 1	12	-1.0	10	0	-4	-5	-3	-3	-2.4
- CC1CCCN(C(C(=O)Nc2ccc3c(c2)OCCO3)c2ccccc2)C1 (stereo unspecified)
→ 0	1	1.4	-10	0	-1	-2	5	-6	-0.2
- CC(C)(C)OC(=O)CN1C(=O)C(Sc2n[nH]c(-c3ccccc3)n2)CCc2ccccc21 (stereo unspecified)
→ 1	-29	0.6	-7	3	-1	-1	-4	3	5.1
- Cc1ccc(NC(=O)CSCC(=O)N(C)CC(=O)Nc2cccc(F)c2)cc1
→ -2	8	0.9	1	0	3	0	-1	-3	-1.2
- CC1(C)CNC(=O)c2sc(NC(=O)CN3CCOCC3)nc2C1
→ -6	7	-0.9	-29	6	0	0	2	1	-1.2

# Source: PubChem (several laboratories)

# Hits appear at their usual frequency; any-hit rate near 2.8%.
